Compound activity from PubChem.
OX1R antag: antagonists of human orexin 1 receptor (OX1R); O43613; OX1R-expressing cells, FRET antagonist read-out; inhibition, % at 6.6 µM; 330,000 compounds, 1.8% hits; AID 485270; in the data active = inhibition mostly above about 38%, no sharp cut-off; inactive = mostly below about 40%;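 note: 0% = agonist challenge alone and 100% = reference antagonist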
Target sequence (O43613 whole entry, looked up): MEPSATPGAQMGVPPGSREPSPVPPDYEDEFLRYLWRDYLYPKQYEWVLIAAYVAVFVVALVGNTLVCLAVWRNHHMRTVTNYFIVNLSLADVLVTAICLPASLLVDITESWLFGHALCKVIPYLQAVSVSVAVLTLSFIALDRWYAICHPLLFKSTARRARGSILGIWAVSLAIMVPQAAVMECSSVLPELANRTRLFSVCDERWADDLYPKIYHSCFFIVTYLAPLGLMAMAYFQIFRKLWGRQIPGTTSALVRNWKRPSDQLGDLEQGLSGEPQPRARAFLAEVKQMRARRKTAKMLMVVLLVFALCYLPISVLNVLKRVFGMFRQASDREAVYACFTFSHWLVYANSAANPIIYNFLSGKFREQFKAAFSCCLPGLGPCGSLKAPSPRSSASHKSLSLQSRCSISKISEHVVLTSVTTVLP
KCNQ2 inh: KCNQ2 potassium channel inhibitors, primary screen, cell-based, CHO-K1, FluxOR thallium flux, B-score (AID 2156); B-score at 10 µM; O88943; 310,000 compounds, 1.1% hits; 20 min; hits give low values;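 active = fluorescence ratio B-score at most minus 3 library SDs, with starting brightness B-score within 2 library SDs, cut at about -5.5 in these data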
STK33 inh: blocks human STK33 kinase activity. purified STK33, MBP phosphorylation, ADP-Glo luminescence. inhibition, % at 10 µM. 320,000 compounds, 0.073% hits. AID 2661;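 active = inhibition at or above 25%, using the most active replicate where run in duplicate; inactive = inhibition below 25%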
Target sequence (Q9BYT3 whole entry, looked up): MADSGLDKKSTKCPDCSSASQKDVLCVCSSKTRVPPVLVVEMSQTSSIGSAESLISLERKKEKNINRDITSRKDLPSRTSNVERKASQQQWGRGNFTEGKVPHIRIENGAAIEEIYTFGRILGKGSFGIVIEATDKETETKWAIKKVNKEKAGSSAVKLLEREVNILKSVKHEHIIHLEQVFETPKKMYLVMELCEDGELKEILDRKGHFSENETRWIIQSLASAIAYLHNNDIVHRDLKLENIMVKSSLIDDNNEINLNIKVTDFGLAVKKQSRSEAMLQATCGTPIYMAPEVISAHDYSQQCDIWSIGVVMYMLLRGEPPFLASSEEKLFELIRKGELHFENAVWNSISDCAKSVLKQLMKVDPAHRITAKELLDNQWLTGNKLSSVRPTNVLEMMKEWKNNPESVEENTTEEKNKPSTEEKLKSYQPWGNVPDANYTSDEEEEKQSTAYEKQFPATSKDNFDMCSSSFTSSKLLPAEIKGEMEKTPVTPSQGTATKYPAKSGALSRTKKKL
Numbers without * were called inactive; i = inactive; nt = not tested or not shown; & = joins results of further samples.

A first look, 3 compounds:
Order of results – OX1R antag | KCNQ2 inh | STK33 inh
CCN1CCc2nc3ccccc3c(C(=O)Nc3ccc(C#N)cc3)c2C1
→ 1 | i | nt
Cc1csc(=O)n1CCC(=O)OCC(=O)Nc1ccc(Cl)cn1
→ 17 | i | -0.9
COc1cccc2sc(Nc3nc4ccc(NC(C)=O)cc4s3)nc12
→ 7 | i | -1.0

The listing (from the top)
Order of results – OX1R antag | KCNQ2 inh | STK33 inh
CCN1CCc2nc3ccccc3c(C(=O)Nc3ccc(C#N)cc3)c2C1
→ 1 | i | nt
Cc1csc(=O)n1CCC(=O)OCC(=O)Nc1ccc(Cl)cn1
→ 17 | i | -0.9
COc1cccc2sc(Nc3nc4ccc(NC(C)=O)cc4s3)nc12
→ 7 | i | -1.0
C/C=C/c1ccc(OCC(O)CN2CCCCCCC2)c(OC)c1 (stereo not drawn)
→ 9 | i | -1.2
CC(=O)Oc1ccc(/C=C2\N=C(C3CCCCC3)OC2=O)cc1
→ 13 | i | -2.2
Cc1ccc([N+](=O)[O-])cc1S(=O)(=O)N(C(=O)c1ccncc1)c1ccc2oc3c(c2c1)CCCC3
→ 2 | i | -1.7
COC(=O)c1sccc1NC(=O)Nc1cccc([N+](=O)[O-])c1
→ 21 | i | -1.2
Cc1cccc(-n2ncc3c(NCCc4ccc(S(N)(=O)=O)cc4)ncnc32)c1
→ 14 | i | -0.4
O=C(CCC(=O)c1ccc(F)cc1)Nc1cccc(S(=O)(=O)Nc2cccc(Cl)c2)c1
→ 42 | i | -0.7
O=C(CN1CCN(C(=O)c2ccccc2F)CC1)Nc1ccc(Br)cc1
→ 24 | i | -0.2
Cc1[nH]c(-c2ccc(F)cc2)cc1C(=O)N1CCN(c2ccccc2)CC1
→ nt | i | -0.4
COc1cccc(NC(=O)CN(C)CC(=O)Nc2ccc(C)cc2Cl)c1
→ 26 | i | 1.0
O=Cc1ccc(-c2cccc([N+](=O)[O-])c2)o1
→ 15 | i | -1.7
COc1ccc(S(=O)(=O)N2CCC(C(=O)Nc3nnc(CCN4CCCCC4)s3)CC2)cc1
→ 8 | i | -1.2
CCN1CCCC1CNCC(O)COc1ccc(C(C)(C)C)cc1C (stereo not drawn)
→ 10 | i | 0.9
O=C(NNC(=O)C1CCCO1)c1ccc([N+](=O)[O-])cc1 (stereo not drawn)
→ 36 | i | 0.0
CCN(CCO)Cc1csc2ccc(Br)cc12
→ 11 | i | 0.0
CCC(C)(C)NC(=O)C(c1ccccn1)N(C(=O)c1csnn1)c1ccc(C)c(C)c1 (stereo not drawn)
→ 11 | i | 0.5
NS(=O)(=O)c1ccc(CCNC(=O)COC(=O)CCc2c[nH]c3ccccc23)cc1
→ 12 | nt | -1.4
Cc1ccccc1-c1nc2c(s1)CCc1onc(-c3ccc(Cl)cc3)c1-2
→ 18 | i | 0.0
C[C@H](CCC(=O)O)[C@H]1CC[C@H]2[C@@H]3[C@H](O)C[C@@H]4C[C@H](O)CC[C@]4(C)[C@H]3C[C@H](O)[C@]12C
→ 10&18&11 | i | -1.4&-1.1&-1.4
COCCNS(=O)(=O)c1cccc2cccnc12
→ 10 | i | -0.4
Cc1c(C(=O)N/N=C/C(C)C)[nH]c2ccc([N+](=O)[O-])cc12
→ 6 | i | 2.0
COCCCn1c(SCC(=O)NC2CCCC2)nnc1-c1ccccc1
→ 13 | i | 1.0
CCC(c1nnnn1C1CCCCC1)N1CCN(C2CCCC2)CC1 (stereo not drawn)
→ 8 | i | -1.4
Cc1cccc(C)c1NC(=O)CNC(=O)Cn1nc(C)c(C)c(C#N)c1=O
→ 32 | i | -1.6
Clc1ccc(-c2c[n+](Cc3cccc(Cl)c3)c3n2CCC3)cc1
→ 13 | i | -0.4
O=c1c2ccccc2nc(-c2ccc(Cl)cc2)n1C1CCS(=O)(=O)C1 (stereo not drawn)
→ 0 | i | -0.5
Cn1c(C(C#N)/C(=N\S(=O)(=O)c2cccs2)c2ccccc2)nc2ccccc21 (stereo not drawn)
→ 10 | i | -1.3
Cc1cccc(C(=O)N2CCC(c3nc4ccccc4s3)CC2)c1
→ 21 | i | 0.9
Cc1c(NC(=O)COC(=O)c2ccc(Cl)nc2)c(=O)n(-c2ccccc2)n1C
→ 8 | nt | 0.2
CCN(CC)S(=O)(=O)C1CCS(=O)(=O)C1 (stereo not drawn)
→ 19 | i | -0.5
CC(C)(O)C(=O)N/N=C\c1ccc(OC/C=C/c2ccccc2)cc1
→ nt | i | 0.7
c1ccc(Nc2cccc(Nc3ccccc3)n2)cc1
→ 44 | i | -0.8
COc1cc(C(=O)NCCc2nc3ccccc3n2C)cc(OC)c1OC
→ 22 | i | -1.2
COc1ccc(C(=O)NCCCN2CCOCC2)cc1S(=O)(=O)N1CCCc2ccccc21
→ 7 | i | -1.8
COc1cc2c(cc1OC)CN(Cc1cc(=O)oc3c(C)c(C)ccc13)CC2
→ 30 | i | 0.6
Cc1ccc(S(=O)(=O)N2CCC[C@H]2C(=O)NCc2ccccc2Cl)cc1
→ 28 | nt | 0.1
CC(C(=O)N1CCCc2ccccc21)N1CCN(c2ccccn2)CC1 (stereo not drawn)
→ 17 | i | -0.6
O=C(NCc1ccc2c(c1)OCO2)c1cc2c(s1)CSC2
→ 1 | i | -0.5
Cn1c(=O)n(-c2ccccc2)c(=O)c2c3c(sc21)COC(C)(C)C3
→ 11 | i | -0.5
Cc1cc(C)n2c(SCC(=O)Nc3cc(C)on3)nnc2n1
→ 26 | i | -1.0
Cc1ccc2nc(NCc3ccc(F)cc3)c3nncn3c2c1
→ 11 | i | -0.4
CC(C)NS(=O)(=O)c1ccc(OCC(=O)Nc2ccc3c(c2)OCO3)c(Cl)c1
→ 6 | i | -2.3
CCN1CCN(C(=O)C2CCN(S(=O)(=O)c3ccc(Br)cc3)CC2)CC1
→ nt | i | -1.2
COC(=O)CN1C(=S)N(C)C(=O)/C1=C/c1cccs1
→ 9 | i | -2.0
COc1cc(NC(=O)CSCc2ccc(Cl)cc2)c(C(=O)O)cc1OC
→ 19 | i | -2.0
O=C(NC(Cc1ccccc1)C(=O)N1CCN(c2ccccn2)CC1)c1ccco1 (stereo not drawn)
→ 18 | i | -1.9
Cc1cccc(-n2cnc(C(=O)NNC(=S)Nc3ccccc3)c2)n1
→ 17 | i | -0.6
Nc1nc(COc2ccc3ccccc3c2)cs1
→ 1 | i | 0.7
COc1ccc(N2CCN(C3CCCN(C(=O)CN4CCCC4=O)C3)CC2)cc1 (stereo not drawn)
→ -5 | i | -0.5
Cc1ccc(S(=O)(=O)NC(=O)Nc2nnc(C)s2)cc1
→ 13 | i | -0.8
O=C(O)c1[nH]c2ccccc2c1C(c1cccc(O)c1)c1c(C(=O)O)[nH]c2ccccc12
→ 9 | i | -1.6
CCCCCCNCC1OCc2ccccc2CO1
→ 18 | i | -2.0
CCCCC(=NCCc1c(C)[nH]c2ccc(OC)cc12)C1=C(O)CC(c2ccccc2)CC1=O (stereo not drawn)
→ 14 | i | -1.7
COc1ccc(C(=O)NC(=S)N2CCN(c3ccc([N+](=O)[O-])cc3)CC2)cc1
→ 32 | i | -0.4
CCN(CC)CCNc1oc(-c2ccccc2)nc1S(=O)(=O)c1ccccc1
→ 4 | nt | 0.7
CCOc1ccc(/C(O)=C2/C(=O)C(=O)N(CCCn3ccnc3)C2c2cccs2)cc1Cl (stereo not drawn)
→ 8 | i | -1.3
Cc1ccc(CNS(=O)(=O)c2ccc(C)s2)cc1
→ 25 | i | 0.3
Cn1cccc1C(=O)NC(=O)COC(=O)CCNS(=O)(=O)c1cccc(C(F)(F)F)c1
→ 13 | nt | -0.2

Next section:
mol | OX1R antag | KCNQ2 inh | STK33 inh
CCOC(=O)C1CCN(C(=O)CN(c2ccc3c(c2)OCCO3)S(=O)(=O)c2ccccc2)CC1 | 26 | i | -0.5
NS(=O)(=O)c1ccc(Nc2nc(-c3cccnc3)cs2)cc1 | nt | i | 0.8
Cn1ccnc1SCC(=O)Nc1ccc(F)c([N+](=O)[O-])c1 | 22 | i | -0.3
COc1ccc(OCc2cc(C(=O)N3CCC(OC)CC3)no2)c2ccccc12 | 1 | i | -1.7
COc1ccc(CCNC(=O)CCc2cn(C)c3ccccc23)c(OC)c1 | 19 | i | 1.5
COc1ccc(OC)c(NC(=O)c2c(NC(=O)CNCc3ccco3)sc3c2CCC3)c1 | 5 | i | -0.9
O=C(N/N=C/c1cccnc1)c1ccc([N+](=O)[O-])cc1Cl | 35* | i | -2.2
O=c1[nH]c2ccccc2nc1-c1ccccc1 | 25 | i | -0.3
C=CCn1c(SCn2nnc3ccccc3c2=O)nnc1-c1ccc(Cl)cc1 | 25 | i | -0.1
Clc1ccc(OCCCNCc2ccccc2)c(Br)c1 | -7 | i | -0.2

2 compounds picked at random from the list so far, as already listed:
mol | OX1R antag | KCNQ2 inh | STK33 inh
Cn1ccnc1SCC(=O)Nc1ccc(F)c([N+](=O)[O-])c1 | 22 | i | -0.3
Cc1ccc([N+](=O)[O-])cc1S(=O)(=O)N(C(=O)c1ccncc1)c1ccc2oc3c(c2c1)CCCC3 | 2 | i | -1.7

New compounds follow:
mol | OX1R antag | KCNQ2 inh | STK33 inh
Cn1c(=O)c2c(-c3ccccc3F)c3c(nc2n(C)c1=O)-c1ccccc1C3O (stereo not drawn) | 34 | i | -0.5
Cc1cc(C)n2nc(CNS(=O)(=O)c3cccc([N+](=O)[O-])c3)nc2n1 | 21 | i | 1.2
Cc1ccc(NS(=O)(=O)N(C)C)cc1 | 9 | i | -0.3
CCn1c(C)c(C)c2cc(C(=O)N3CCCC3)ccc21 | 6 | i | 0.3
Cc1ccc(S(=O)(=O)NCCN2CCOCC2)c(C)c1 | -2 | i | 2.3
COc1ccc(C2CC(=O)C3=C(C2)Nc2ccccc2NC3c2coc3ccccc3c2=O)cc1OC (stereo not drawn) | -4 | nt | -1.4
COc1ccc(C(C)=O)cc1COC(=O)CNC(=O)C1CCCCC1 | 13 | nt | -1.6
Cc1nn2cc(-c3ncc(C(F)(F)F)cc3Cl)cnc2c1Br | 19 | i | -0.5
O=C(NCCc1ccccn1)c1cc(-c2ccc(Cl)cc2)nc2ccccc12 | 21 | i | -1.1
O=C(Cc1n[nH]c(=O)[nH]c1=O)N/N=C/c1c(O)ccc2ccccc12 | 1 | i | 1.2
CCCOc1cc(C)c(S(=O)(=O)N2CCOCC2)cc1C | 11 | i | 0.8
CCOc1ccc(S(=O)(=O)N2CN3CCN(C3)C2)cc1 | 4 | i | 0.0
Cc1cccn2c(=O)c3cc(C(=O)NC4CCS(=O)(=O)C4)n(Cc4ccccc4)c3nc12 (stereo not drawn) | -9 | i | 1.3
CC(C)NC(=O)c1nc2c(nnn2Cc2cccc(Cl)c2)c(=O)[nH]1 | 23 | i | -0.8
COC(=O)c1ccccc1NC(=O)c1c(Br)cnn1C | 28 | i | 0.6
CCN(C(=O)COC(=O)c1c(C)nn(-c2ccccc2)c1C)C1CCS(=O)(=O)C1 (stereo not drawn) | 17 | i | -0.9
O=C1N=c2ccccc2=C1c1sc(=S)n(CC2CCCO2)c1O (stereo not drawn) | 11 | i | -1.0
Cc1ccc(CNC(=O)C2CCN(c3nnc(N4CCCC4=O)s3)CC2)cc1 | -1 | i | 0.6
CCNC(=O)NC(=O)C(C)OC(=O)c1oc2ccccc2c1CSC1CCCCC1 (stereo not drawn) | 7 | i | -0.2
COc1cc(OC)c(NC(=O)CS(=O)(=O)Cc2nc(-c3ccc(C)cc3)oc2C)cc1Cl | 8 | i | -0.5
O=C(O)c1cc2c(o1)CCC/C2=N\O | 3 | i | -1.2
Brc1ccc(-c2nn[nH]n2)cc1 | 4 | i | 0.4
CCOC(=O)NCc1ccc(S(=O)(=O)Nc2ccccc2C)cc1 | 16 | i | -0.6
CC(O)CNc1nc2c(c(=O)n(C)c(=O)n2C)n1C/C=C/c1ccccc1 (stereo not drawn) | 5 | i | -1.1
O=C(Nc1ccc(F)cc1)Nc1nnc(-c2ccco2)s1 | 16 | i | -1.3
Cc1cccc(NC(=O)CSc2nc(N)c(NC(=O)c3cccs3)c(=O)[nH]2)c1 | 22 | i | 0.3
NS(=O)(=O)c1ccc(NC(=O)/C=C/c2ccccc2[N+](=O)[O-])cc1 | 12 | i | -0.1
Cc1cc(C(=O)OCC(=O)NC2CCS(=O)(=O)C2)c(C)n1-c1ccccc1 (stereo not drawn) | 11 | i | -4.8
NC(=O)c1ccc(-n2nnnc2SCc2ccccc2)cc1 | 6 | i | -2.3
COC(=O)C1=C(CSc2nncn2C)NC(=O)NC1c1cc(C)ccc1C (stereo not drawn) | 20 | i | 0.1
O=C(c1cc2ccccc2o1)N1CCC(N2CCC(C(=O)N3CCCC3)CC2)CC1 | 19 | i | 0.7
CCC(C)OC(=O)c1[nH]c2c(c1C)C(=O)CC(c1ccc(N(C)C)cc1)C2 (stereo not drawn) | 15 | i | 0.0
CN(CC(=O)Nc1ccccc1Cl)C(=O)CN1C(=O)C2CCCCC2C1=O (stereo not drawn) | 25 | i | 0.0
O=C(CSc1nnnn1-c1ccc(Cl)cc1)Nc1cccnc1Cl | 13 | i | -0.7
O=S(=O)(NCCc1cn2ccccc2n1)c1cccs1 | 5 | i | -0.9
COc1ccc(-c2cc(C(F)(F)F)c(C#N)c(SCC(=O)Nc3ccc(C)cc3)n2)cc1 | 2 | i | -0.9
Cc1cc2oc(C(=O)N(Cc3ccco3)C3CCS(=O)(=O)C3)cc(=O)c2cc1Cl (stereo not drawn) | 6 | i | 1.4
CCc1ccc(CN(C)C(=O)c2cc(S(=O)(=O)N3CCN(CC)CC3)ccc2Cl)cc1 | 18 | i | -0.6
COc1cccc(N2CCN(C(=O)c3ccc(N4C(=O)NC5CC4(C)Oc4ccccc45)cc3)CC2)c1 (stereo not drawn) | 5 | i | 0.7
O=C(Cc1c(Cl)cccc1Cl)N1CCN(S(=O)(=O)c2cccs2)CC1 | -2 | nt | -0.8
